KCNH2 WT inh: inhibitors of human wildtype KCNH2 potassium channel. Q12809. U2OS, BacMam KCNH2, thallium flux FluxOr; hits give low values. activity change, % at 1.84 µM. hit rate 0.37% among 340,000;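 active = maximum activity change below -70%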
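U2OS cells were transduced with wild-type KCNH2 virus (2.03 x 10^8 / mL) for 4 h at room temperature, then cultured overnight at 37 C. Thallium flux was read with FluxOr dye. Rate constants were normalized to DMSO controls.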
Eya2 inh: blocks the phosphatase activity of human Eya2; hit rate 0.006% among 330,000; Potency, µM (top dose mostly 76.9 µM), for inactives: at the highest dose activity, negative = inhibition, actives largely listed as inhibitors; recombinant Eya2, OMFP fluorescence dephosphorylation (OMFP is methylfluorescein phosphate); O00167; active = well fitted inhibition curve with a large enough effect; note: potency is the fitted concentration of half-maximal effect
Target sequence (O00167 whole entry, looked up): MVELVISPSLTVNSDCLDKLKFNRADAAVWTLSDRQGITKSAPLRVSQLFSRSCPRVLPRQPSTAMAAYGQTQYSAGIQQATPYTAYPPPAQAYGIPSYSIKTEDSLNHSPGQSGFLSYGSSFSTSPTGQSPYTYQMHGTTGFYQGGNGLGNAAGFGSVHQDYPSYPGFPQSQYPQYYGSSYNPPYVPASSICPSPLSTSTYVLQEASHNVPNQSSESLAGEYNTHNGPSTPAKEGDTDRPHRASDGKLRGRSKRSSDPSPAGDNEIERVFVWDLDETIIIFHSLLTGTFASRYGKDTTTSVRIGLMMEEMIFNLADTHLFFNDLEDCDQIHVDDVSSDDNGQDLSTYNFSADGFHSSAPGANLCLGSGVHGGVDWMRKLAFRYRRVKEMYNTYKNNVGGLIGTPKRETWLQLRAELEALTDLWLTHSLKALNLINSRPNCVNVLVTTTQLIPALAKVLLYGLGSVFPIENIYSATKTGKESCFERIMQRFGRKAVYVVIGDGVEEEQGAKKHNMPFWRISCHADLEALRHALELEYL
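Eya2 protein (added as 0.2 uM solution) was preincubated with compound for 10 min at ambient temperature in 50 mM HEPES pH 7.5, 50 mM NaCl, 5 uM MgCl2, 0.05% BSA, 1 mM DTT. OMFP (added at 50 uM) then reacted 10 min; fluorescence read at 485/525 nm.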
uPA generation: blocks generation of uPA at the cell surface; cell surface uPA generation assay, qHTS; Potency, µM (titrated, usually from 38.3 µM), inactives show at the highest dose activity change, negative = inhibition, usual class: inhibitors; hit rate 0.31% among 330,000; active = well fitted inhibition curve with a large enough effect; tested in mouse RAW 264.7 cells; note: potency is the fitted concentration of half-maximal effect; nearly all actives have a fitted effect of over 55% in size
Giardia kill: kills Giardia lamblia. Giardia lamblia trophozoite viability. activity change, % at 7.66 µM, hits read low. hit rate 0.15% among 340,000. AID 540267; in the data active = activity change below about -80%;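 note: parasites exposed to compound for two days anaerobically before the ATP read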
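Trophozoites 100 cells/well + cpd; 48 hrs, 37 deg C, anaerobic. ATPLite 1-Step added, 15-30 min RT, luminescence read (ATP-based viability).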
KCNH2 3.1 inh: KCNH2 3.1 (human) potassium channel inhibition. hit rate 0.95% among 340,000. U2OS KCNH2 3.1, thallium flux FluxOr; hits give low values. activity change, % (tested at about 1.8 µM);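 active = maximum activity change below -70%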;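 note: thallium influx rate constant from kinetic fluorescence after stimulation buffer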
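Virally transduced U2OS (3.1 isoform, 4 h infection in dark at RT) → overnight 37 C → FluxOr + Red40 in HBSS/HEPES, 45 min → stimulation buffer, 2 min kinetic read → rate constant vs DMSO controls.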
Coupling enz: counter-screen for Giardia aldolase inhibitors: coupling enzyme system; coupling enzyme system counterscreen, AmpLite Red fluorescence; activity change, negative = inhibition, % at 58.2 µM, hits read low; hit rate 0.67% among 290,000; in the data active = activity change below about -30%
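Counterscreen of the coupled detection system alone, without aldolase: glyceraldehyde-3-phosphate coupling enzymes plus AmpLite Red readout. Compounds at 57.5 uM final, 10 min RT preincubation, 20 min RT reaction, fluorescence 525/598 nm.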
An asterisk follows results filed as active; . = not tested or not shown; & = joins results of further samples. % is set by controls: 0 for no effect and ±100 for the full control effect. An excerpt (hit frequency here may not be typical).

1. CC[C@@]12CCCN3CCc4c(n(c5ccccc45)[C@](O)(C(=O)OC)C1)[C@H]32
2. C=C1c2cccc(O)c2C(O)=C2C(=O)[C@@]3(O)C(O)=C(C(N)=O)C(=O)[C@@H](N(C)C)[C@@H]3[C@@H](O)[C@H]12
3. COc1cc2c(c(OC)c1OC)-c1c(cc(OC)c(OC)c1OC)CC(C)C(C)C2 (centres undefined)
4. Cc1ccsc1/C=C\C1=NCCCN1C
5. CCCCC(CC)COC(=O)c1ccccc1O (centres undefined)
6. CC12CCC3C(=CCc4cc(O)ccc43)C1CCC2=O (centres undefined)
7. CN(C(=O)c1c(O)c2ccccc2n(C)c1=O)c1ccccc1
8. C[C@@]12CC[C@H]3[C@@H](CCC4=CC(=O)CC[C@]43C)[C@H]1CC[C@H]2C(=O)CO
9. CC1CCC2(C(=O)O)CCC3(C)C(=CCC4C3(C)CCC3[C@@]4(C)CC(O)C(O)[C@@]3(C)CO)C2C1C (some centres undefined)
10. Cc1ccccc1OCC(O)CO (centres undefined)
Assay by compound,1,2,3,4,5,6,7,8,9,10
KCNH2 WT inh,.,.,.,.,.,.,.,.,.,.
uPA generation,.,.,.,.,.,.,.,.,.,.
Coupling enz,-3&2&4,-10,0,0,0,0,1,2,9,-1
Eya2 inh,.,.,.,.,.,.,.,.,.,.
Giardia kill,.,.,.,.,.,.,.,.,.,.
KCNH2 3.1 inh,.,.,.,.,.,.,.,.,.,.

11. Cc1cc(Cn2cnc3c2C[C@@H](C(=O)O)N(C(=O)C(c2ccccc2)c2ccccc2)C3)ccc1N(C)C
12. CCC1OC(=O)C[C@H](O)C(C)[C@@H](O[C@@H]2OC(C)C(O)C(N(C)C)C2O)C(CCN2CC(C)CC(C)C2)CC(C)C(=O)/C=C/C(C)=C\[C@@H]1COC1OC(C)C(O)C(OC)C1OC (some centres undefined)
13. CCN(CC)CCOc1ccc(Cc2ccccc2)cc1
14. CCCCCCCCCCCCOCCOCCOCCOCCOCCOCCOCCOCCOCCO
15. COc1cc(C=O)ccc1O
16. CC1(C)[C@@H](O[C@H]2O[C@H](C(=O)O)[C@@H](O)[C@H](O)[C@H]2O[C@@H]2O[C@H](C(=O)O)[C@@H](O)[C@H](O)[C@H]2O)CC[C@]2(C)[C@H]3C(=O)C=C4[C@@H]5C[C@@](C)(C(=O)O)CC[C@]5(C)CC[C@@]4(C)[C@]3(C)CC[C@@H]12
17. C[C@@H]1c2cccc(O)c2C(O)=C2C(=O)[C@@]3(O)C(O)=C(C(N)=O)C(=O)[C@@H](N(C)C)[C@@H]3[C@@H](O)[C@@H]21
18. COc1ccc(-c2cc(C(F)F)nn2-c2ccc(S(N)(=O)=O)cc2)cc1F
19. C[C@@H]1CC[C@]2(C(=O)O)CC[C@]3(C)C(=CCC4[C@@]5(C)C[C@@H](O)[C@H](O)[C@@](C)(CO)C5CC[C@]43C)C2[C@H]1C (some centres undefined)
20. CCC1(O)CC2CN(CCc3c([nH]c4ccccc34)[C@@](C(=O)OC)(c3cc4c(cc3OC)N(C)C3[C@]45CCN4CC=C[C@@](CC)([C@@H](OC(C)=O)[C@]3(O)C(=O)OC)[C@H]45)C2)C1 (some centres undefined)
21. CCn1cc(C(=O)O)c(=O)c2cc(F)c(N3CCNC(C)C3)c(F)c21 (centres undefined)
22. O=C(O)Cc1sc(-c2ccccc2)nc1-c1ccc(Cl)cc1
23. O=[N+]([O-])c1cncn1CCN1CCOCC1
Assay by compound,11,12,13,14,15,16,17,18,19,20,21,22,23
KCNH2 WT inh,.,.,.,.,.,.,.,.,.,.,.,7,-15
uPA generation,.,.,.,.,.,.,.,.,.,.,.,.,3%
Coupling enz,14,0,0,3,-2,7,-2,-2,-4,.,-2,.,.
Eya2 inh,.,.,.,.,.,.,.,.,.,5%,-2%,.,.
Giardia kill,.,.,.,.,.,.,.,.,.,.,.,.,-91*
KCNH2 3.1 inh,.,.,.,.,.,.,.,.,.,.,.,5,.

In the list so far, these have a COOH group.
9. CC1CCC2(C(=O)O)CCC3(C)C(=CCC4C3(C)CCC3[C@@]4(C)CC(O)C(O)[C@@]3(C)CO)C2C1C (some centres undefined)
11. Cc1cc(Cn2cnc3c2C[C@@H](C(=O)O)N(C(=O)C(c2ccccc2)c2ccccc2)C3)ccc1N(C)C
16. CC1(C)[C@@H](O[C@H]2O[C@H](C(=O)O)[C@@H](O)[C@H](O)[C@H]2O[C@@H]2O[C@H](C(=O)O)[C@@H](O)[C@H](O)[C@H]2O)CC[C@]2(C)[C@H]3C(=O)C=C4[C@@H]5C[C@@](C)(C(=O)O)CC[C@]5(C)CC[C@@]4(C)[C@]3(C)CC[C@@H]12
19. C[C@@H]1CC[C@]2(C(=O)O)CC[C@]3(C)C(=CCC4[C@@]5(C)C[C@@H](O)[C@H](O)[C@@](C)(CO)C5CC[C@]43C)C2[C@H]1C (some centres undefined)
21. CCn1cc(C(=O)O)c(=O)c2cc(F)c(N3CCNC(C)C3)c(F)c21 (centres undefined)
22. O=C(O)Cc1sc(-c2ccccc2)nc1-c1ccc(Cl)cc1
Assay by compound,9,11,16,19,21,22
KCNH2 WT inh,.,.,.,.,.,7
uPA generation,.,.,.,.,.,.
Coupling enz,9,14,7,-4,-2,.
Eya2 inh,.,.,.,.,-2%,.
Giardia kill,.,.,.,.,.,.
KCNH2 3.1 inh,.,.,.,.,.,5

Entries shown so far containing fluorine, in the order listed:
18. COc1ccc(-c2cc(C(F)F)nn2-c2ccc(S(N)(=O)=O)cc2)cc1F
21. CCn1cc(C(=O)O)c(=O)c2cc(F)c(N3CCNC(C)C3)c(F)c21 (centres undefined)
Assay by compound,18,21
KCNH2 WT inh,.,.
uPA generation,.,.
Coupling enz,-2,-2
Eya2 inh,.,-2%
Giardia kill,.,.
KCNH2 3.1 inh,.,.

Assay outcomes deposited in PubChem BioAssay by National Center for Advancing Translational Sciences (NCATS).
